Bioassay records deposited in PubChem BioAssay by several laboratories.
PKA-R1A activ: activates the PKA-R1A holoenzyme complex | P00514+P68181 | PKA-R1A dissociation, Cy5-IP20 fluorescence polarization; scaled: DMSO 0%, 113 µM cGMP 100% | activation, % at 11.4 µM | actives 0.083% (n = 340,000) | AID 504707;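 active means percent activation above the mean of all tested compounds plus 3 SD, cut at about 19% in these data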;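 further: higher means more PKAc released from R1A so a rise in polarization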
MOR-DOR inv ag: inverse agonists of human mu-delta opioid receptor heterodimerization | inhibition, % at 9.3 µM | actives 0.21% (n = 340,000) | cell-based MOR-DOR heterodimer luminescence, inverse agonism; in the data active means inhibition above about 22%, passing the limit was not always enough;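 further: 0% = cells with DMSO and 100% = wells without cells with DMSO; values of inactives mirror those of a sister screen read the other way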
Target sequence (P35372 whole entry, looked up): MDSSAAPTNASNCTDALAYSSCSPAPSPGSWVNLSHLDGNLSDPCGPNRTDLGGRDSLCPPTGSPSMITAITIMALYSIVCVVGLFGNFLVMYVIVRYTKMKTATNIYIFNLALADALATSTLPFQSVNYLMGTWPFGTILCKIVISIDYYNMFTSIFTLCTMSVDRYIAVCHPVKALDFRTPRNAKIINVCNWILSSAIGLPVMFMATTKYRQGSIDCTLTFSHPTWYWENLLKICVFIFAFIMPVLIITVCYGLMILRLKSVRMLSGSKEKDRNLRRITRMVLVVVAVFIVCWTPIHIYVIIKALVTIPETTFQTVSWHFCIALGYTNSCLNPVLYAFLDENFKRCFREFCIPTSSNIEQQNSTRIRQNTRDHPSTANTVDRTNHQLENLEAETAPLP
Target sequence (P41143 whole entry, looked up): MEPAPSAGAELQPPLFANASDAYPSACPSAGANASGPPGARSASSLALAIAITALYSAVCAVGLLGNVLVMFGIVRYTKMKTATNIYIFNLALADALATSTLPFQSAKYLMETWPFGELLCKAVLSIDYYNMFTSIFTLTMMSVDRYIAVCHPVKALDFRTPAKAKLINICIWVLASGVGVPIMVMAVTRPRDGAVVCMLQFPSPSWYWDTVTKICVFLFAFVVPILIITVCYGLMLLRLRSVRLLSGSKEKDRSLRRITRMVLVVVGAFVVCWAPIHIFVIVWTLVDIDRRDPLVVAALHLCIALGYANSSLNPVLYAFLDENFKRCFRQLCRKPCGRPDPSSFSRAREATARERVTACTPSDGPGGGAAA
AddAB inh: less growth of phage-infected E. coli with AddAB. E. coli expressing H. pylori AddAB, absorbance growth. actives 0.29% (n = 330,000). inhibition, % at 11.9 µM; in the data active means inhibition above about 12%;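 further: 0% = vehicle wells of infected cells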
Arr AP2 block: inhibitors of human beta-arrestin and AP2 interaction. FITC-arrestin peptide / GST-AP2 beads, flow cytometry; AP2 beta2 appendage carries R879A mutation. inhibition, % at 10 µM. actives 0.31% (n = 340,000);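 active means inhibition above a set limit, near 3 SD of compounds lacking own fluorescence, cut at about 54% in these data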;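 further: plate controls were DMSO wells for no effect and 5 µM unlabelled arrestin peptide for full effect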
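System: GST-AP2 R879A glutathione beads | Also added: FITC-arrestin peptide, 50 nM | Times: 12 min plus 1 h, RT | Signal: Bead flow cytometry, FITC channel | Buffer or medium: PBS with 0.05% Tween 20 and 0.1% BSA | Read-out basis: Percent drop in bead-associated FITC signal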
Ecoli viability: counter-screen for AddAB inhibitors: E. coli growth inhibition | E. coli V3065 growth, OD600 absorbance, 18 h | inhibition, % at 11.9 µM | actives 0.27% (n = 330,000) | AID 449728;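 active means inhibition above the campaign's mean inhibition across all tested compounds plus 3 SD, cut at about 9.9% in these data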;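 further: uninfected addAB+ strain grown without phage in ampicillin broth; 0% = DMSO wells and 100% = ciprofloxacin 0.95 µg/ml wells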
PfHsp90 yeast 2: inhibits growth of yeast expressing Plasmodium falciparum Hsp90. S. cerevisiae expressing PfHsp90, BacTiter-Glo ATP, 48 h; yeast lacking PDR1 and PDR3 efflux regulators. inhibition, % at 9.4 µM. actives 0.32% (n = 310,000). AID 504621;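 active means every replicate shows inhibition above about 80%, whatever the replicate mean, limit read from the data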;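 further: 0% = DMSO neutral controls and 100% = 20 µM radicicol positive controls; yeast relying on Plasmodium falciparum Hsp90 in place of its own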
MOR-DOR ag: OPRM1-OPRD1 heterodimerization agonism; P35372+P41143; cells, luminescence; activation, % at 9.3 µM; actives 0.3% (n = 340,000); in the data active means activation above about 18%;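 further: 0% = vehicle-treated cells and 100% = reference agonist; values of inactives mirror those of a sister screen read the other way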
phage Ecoli inh: E. coli growth loss with phage present | growth absorbance | inhibition, % at 11.9 µM | actives 0.26% (n = 360,000) | AID 651602; in the data active means inhibition above about 11%
Tat export inh: inhibitors of E. coli Tat protein transport; actives 0.036% (n = 340,000); inhibition, % at 10 µM; E. coli MC4100 TorA-mCherry Tat export, fluorescence;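 active means mean replicate inhibition at least 50% and at least half of replicates individually reaching 50%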;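 further: exported cargo escapes ClpAP degradation while cytoplasmic cargo is degraded and loses fluorescence; 0% = median of neutral control wells and 100% = median of NaSCN control wells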
SUMO Mot1 rescue: inhibitors of SUMOylation pathway: yeast Mot1-301 growth rescue; growth rescue, % at 18.8 µM; actives 1% (n = 320,000); AID 2716; S. cerevisiae Mot1-301 growth rescue, ATP luminescence, 38.5C; percent above DMSO median, 100 means doubled;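 active means every valid replicate shows activation above 250% relative to neutral control wells; inactive means the rest, any valid replicate at or below 250%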;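 further: OY570 slx delta 5 strain wells were the positive control but not used for scaling; some compounds called inactive have numbers as strong as hits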
DSG3 Ab inh: inhibitors of pemphigus antibody binding to human desmoglein-3; DSG3-coupled beads, scFv-anti-DSG3-GFP binding, flow cytometry; hits give low values; binding (percent of control), % at 10 µM; actives 0.48% (n = 310,000); AID 588358;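 active means binding more than 3 SD below its plate's average and above zero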;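 further: hits lower antibody fragment binding to DSG3; some compounds called inactive have numbers as strong as hits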
An asterisk follows results filed as active; x = not tested or not shown. Rows were taken by chance. Share with any hit: about 2.8%.

SMILES	PKA-R1A activ	MOR-DOR inv ag	AddAB inh	Arr AP2 block	Ecoli viability	PfHsp90 yeast 2	MOR-DOR ag	phage Ecoli inh	Tat export inh	SUMO Mot1 rescue	DSG3 Ab inh
Cc1ccc(C(=O)NNCC(=O)Nc2ccc(Cl)cc2F)cc1	2	17	2.0	21	-0.3	17	-4.5	3.9	5	-3	x
COCCN(CC(=O)NC1CCCCC1)C(=O)/C=C/C(=O)c1ccc(OC)cc1O	-5	28	x	-3	x	6	-5.4	3.6	1	x	96
CC1(NC(=S)N(CCO)CCO)CCS(=O)(=O)C1 (stereo unspecified)	-9	15	-0.2	-7	-0.4	4	-2.3	5.3	-5	9	99
COc1ccc(C=NCC2OCCc3ccccc32)cc1OC (stereo unspecified)	-8	10	0.8	-1	2.3	-1	-1.5	5.0	-7	-17	87
COc1cccc(NC(=O)N2CCCC2C(=O)NC2CCCC2)c1 (stereo unspecified)	6	16	1.7	6	3.1	-2	-2.5	-2.1	-6	5	101
Cc1ccc(Cl)cc1N(CC(=O)NCc1ccc2c(c1)OCO2)S(C)(=O)=O	-3	2	0.7	27	0.9	x	-0.4	0.9	-8	-17	112
CCOc1ccc2[nH]c3c(NCCc4ccc(OC)c(OC)c4)ncnc3c2c1	-5	-12	3.4	-12	-0.2	7	2.2	0.8	8	-1	105
CCc1nn(CC(=O)N2CCN(c3cc(C)ccc3C)CC2)c(=O)c2cc3occc3n12	-7	-1	2.7	3	0.1	7	0.2	1.3	-2	-13	95
CN=C1S/C(=C\c2ccc(O)c(OC)c2)C(=O)N1C	x	x	-2.1	-6	-0.7	x	x	1.8	x	32	112
CC(=O)N1C(=O)N(C(C)=O)C2C1N(C)C(=O)N2C(C)=O (stereo unspecified)	5	9	3.3	30	1.8	8	-1.6	3.2	-3	-11	102
O=C(/C=C/c1ccc(F)cc1)NCC1(c2ccccc2)CCOCC1	3	12	-2.2	-5	-1.5	5	-1.6	5.6	12	542*	91
COc1cccc(Oc2cnc(N)nc2-c2ccc(OC)cc2O)c1	-9	5	3.0	21	1.3	x	-0.8	1.6	10	-6	107
COc1ccc(NC(=O)CNC(=O)N2CC(=O)Nc3ccccc32)cc1OC	-7	6	1.0	-2	0.6	-5	-1.1	0.4	-6	15	73
O=C(CCN1CCN(c2ccccc2)CC1)NNC(=S)Nc1ccccc1Cl	-4	14	-1.4	-9	0.6	-9	-3.1	1.6	3	-8	102
COc1ccc(Cc2nnc(NC(=O)Nc3ccccc3F)s2)cc1	-3	-24	-0.5	3	-1.0	-8	5.1	1.8	-1	-11	90
CC(C)CCOc1ccc(C(CC(N)=O)C(=O)O)cc1 (stereo unspecified)	-8	8	3.4	7	1.7	8	-1.4	1.6	5	-8	104
CCOCCc1c(O)nc(SCC)[nH]c1=O	5	7	1.7	5	0.3	1	-1.3	1.2	2	-9	99
CCc1cccc2c(C(=O)COC(=O)[C@@H]3CC(O)CN3S(=O)(=O)c3ccccc3[N+](=O)[O-])c[nH]c12 (stereo partly specified)	-12	5	0.6	4	-0.3	2	-1.1	3.2	-5	6	x
CCOc1ccc(CNC(=O)C2CCN(c3nn4c(=O)cc(C)nc4s3)CC2)cc1	-3	19	-0.5	-5	-0.8	8	-3.7	1.4	4	-15	103
C/C(=N/NC(=O)CNC(=O)C1COc2ccccc2O1)c1ccc([N+](=O)[O-])cc1 (stereo unspecified)	9	-4	1.8	20	0.1	-1	0.6	0.9	14	4	98
CC(C)C(CCNC(=O)CC(Cc1ccccc1)c1ccco1)c1ccco1 (stereo unspecified)	2	14	1.7	18	1.2	8	-2.7	0.6	18	-13	101
Cc1cc(/C=C(\C#N)C(=O)NCc2ccccc2)cc(C)c1O	2	8	2.2	17	-0.6	8	-1.5	3.3	-5	8	97
COC(=O)[C@@H](Cc1ccccc1)NC(=O)Cn1cc(C)c(=O)[nH]c1=O	-2	12	x	-8	x	12	-2.5	1.5	3	x	100
O=C(O)CCCCCn1c(SCc2cc(=O)n3ccccc3n2)nc2ccsc2c1=O	-8	5	2.4	12	2.1	-3	-0.9	3.4	-5	30	x
CCC(=O)Nc1ccccc1C(=O)OC(c1ccccc1)c1ccccc1	0	-13	1.2	-6	0.8	23	2.8	4.9	-4	11	78
SMILES	PKA-R1A activ	MOR-DOR inv ag	AddAB inh	Arr AP2 block	Ecoli viability	PfHsp90 yeast 2	MOR-DOR ag	phage Ecoli inh	Tat export inh	SUMO Mot1 rescue	DSG3 Ab inh
N#CC1=C(N)C(C#N)(C#N)C2(CCC3(CC2)OCCO3)C2CC3(CC=C12)OCCO3 (stereo unspecified)	-5	1	1.9	9	-0.4	3	-0.3	0.6	-2	-5	103
Cc1ccc(CN2C(=O)CSc3ccc(C(=O)NC4CC4)cc32)cc1	5	4	1.1	2	-2.5	4	-0.6	2.0	-6	-3	x
CCCC(=O)c1cc(F)c(N2CCN(S(=O)(=O)c3ccccc3)CC2)cc1C	-10	-8	0.3	17	1.1	x	1.3	1.1	-5	-13	104
CCN(CC)S(=O)(=O)c1ccc(/C=C/C(=O)OCC(=O)NNC(=O)c2ccc(OC)cc2)cc1	-8	14	-3.8	-11	-4.6	-4	-3.4	3.2	7	-9	101
O=C(O)C1CCCCC1C(=O)NCCC(c1ccccc1)c1ccccc1 (stereo unspecified)	0	9	3.6	7	1.1	x	-1.8	0.6	1	22	96
Cc1ccc(-c2nc3ccccc3s2)cc1S(=O)(=O)N1CCOCC1	5	0	-0.6	-9	2.8	x	0.1	0.3	-7	-11	103
Cc1cc2c(cc1C)CSC(c1c(O)ccc3ccccc13)SC2	-3	-161	5.0	19	4.1	100*	31*	5.5	-8	-63	99
COc1ccc(-c2c(C)nn3c(N4CCC5(CC4)OCCO5)cc(C)nc23)cc1OC	4	8	4.1	-6	0.0	0	-1.5	1.1	0	20	107
O=C(CN(Cc1ccc(Br)cc1)S(=O)(=O)c1ccccc1)NCc1ccccn1	-7	12	-1.0	2	0.7	3	-2.3	-1.5	-1	5	103
COC(=O)C1=C(C)Nc2[nH]c(=S)[nH]c(=O)c2C1c1ccc(OC)cc1 (stereo unspecified)	13	-7	2.1	-10	1.8	14	0.9	0.9	-4	-2	103
COc1cc(OC)cc(-n2nnnc2SCC(=O)NCCc2ccc(OC)c(OC)c2)c1	8	15	1.2	6	0.8	-7	-3.0	3.7	-9	-3	105
Cc1ccc(C(=O)c2ccc(C)cc2)cc1	-9	0	-0.7	11	-0.3	6	0.0	2.5	-2	28	98
CN(c1ccc(S(=O)(=O)N2CCOCC2)cn1)C1CCCCC1	-6	9	2.5	-3	-0.4	x	-1.8	2.6	-13	1	106
C=C(C)C1CC=C(C)/C(=N/NC(=O)COc2cccc3ccccc23)C1 (stereo unspecified)	6	3	3.1	6	-2.3	6	-0.5	3.4	4	-1	x
CCc1cccc(NC(=O)Nc2ccc3c(c2)OCO3)c1	-5	-22	-0.8	9	-0.4	0	3.1	4.7	-4	11	92
COc1ccc(-c2ccnc(SCC(=O)c3ccc(OC)c(OC)c3)n2)cc1	-3	9	-1.7	13	-1.6	-1	-1.5	2.0	-7	-20	95
COCCNS(=O)(=O)c1cc(F)ccc1OC	5	7	1.2	2	-1.8	-12	-1.2	1.4	2	1	100
CN1CCN(C(=O)c2ccc(COc3cc(Cl)ccc3Cl)o2)CC1	-3	-8	4.2	17	1.1	-10	1.0	-0.1	-2	489	x
O=C(COc1ncnc2ccccc12)NCCc1ccc(F)cc1	-2	16	0.3	-5	0.1	-5	-3.0	1.2	-1	11	107
Cc1ccc(/C=C/C(=O)c2nc3ccccc3[nH]2)cc1	-13	-42	-0.6	23	-2.9	-35	7.6	2.3	5	-19	106
N#CC1=C2SCN(Cc3ccco3)CN2C(=O)CC1c1ccc(Cl)cc1 (stereo unspecified)	6	2	1.6	6	1.4	-24	-0.5	1.5	4	12	98
Cc1ccc(OCCCC(=O)Nc2nnc(C3CCCO3)s2)c(C)c1 (stereo unspecified)	0	2	8.8	-3	7.7	-11	-0.4	4.3	0	4	95
Cc1cccc(NC(=O)CC(=O)Nc2cccc(C)c2)c1	-7	-19	-0.2	-1	1.8	3	3.9	1.9	6	-11	103

4 entries from above, arranged by the number in PfHsp90 yeast 2, rising:
molecule | PfHsp90 yeast 2
N#CC1=C2SCN(Cc3ccco3)CN2C(=O)CC1c1ccc(Cl)cc1 (stereo unspecified) | -24
CN1CCN(C(=O)c2ccc(COc3cc(Cl)ccc3Cl)o2)CC1 | -10
O=C(COc1ncnc2ccccc12)NCCc1ccc(F)cc1 | -5
Cc1cccc(NC(=O)CC(=O)Nc2cccc(C)c2)c1 | 3

Ordered by length of the SMILES (ascending): some entries from above
SMILES	PKA-R1A activ	MOR-DOR inv ag	AddAB inh	Arr AP2 block	Ecoli viability	PfHsp90 yeast 2	MOR-DOR ag	phage Ecoli inh	Tat export inh	SUMO Mot1 rescue	DSG3 Ab inh
O=C(O)C1CCCCC1C(=O)NCCC(c1ccccc1)c1ccccc1 (stereo unspecified)	0	9	3.6	7	1.1	x	-1.8	0.6	1	22	96
N#CC1=C2SCN(Cc3ccco3)CN2C(=O)CC1c1ccc(Cl)cc1 (stereo unspecified)	6	2	1.6	6	1.4	-24	-0.5	1.5	4	12	98
COc1ccc(-c2ccnc(SCC(=O)c3ccc(OC)c(OC)c3)n2)cc1	-3	9	-1.7	13	-1.6	-1	-1.5	2.0	-7	-20	95

Some values from the list:
`COc1ccc(-c2c(C)nn3c(N4CCC5(CC4)OCCO5)cc(C)nc23)cc1OC` in PKA-R1A activ reads 4
`Cc1cc2c(cc1C)CSC(c1c(O)ccc3ccccc13)SC2` in MOR-DOR ag reads 31*
`COC(=O)C1=C(C)Nc2[nH]c(=S)[nH]c(=O)c2C1c1ccc(OC)cc1` (stereo unspecified) in Arr AP2 block reads -10
`Cc1ccc(C(=O)c2ccc(C)cc2)cc1` in PfHsp90 yeast 2 reads 6

Entries of single compounds, looked up by structure:
COc1ccc(-c2ccnc(SCC(=O)c3ccc(OC)c(OC)c3)n2)cc1 is listed with PKA-R1A activ = -3; MOR-DOR inv ag = 9; AddAB inh = -1.7; Arr AP2 block = 13; Ecoli viability = -1.6; PfHsp90 yeast 2 = -1; MOR-DOR ag = -1.5; phage Ecoli inh = 2.0; Tat export inh = -7; SUMO Mot1 rescue = -20; DSG3 Ab inh = 95
O=C(COc1ncnc2ccccc12)NCCc1ccc(F)cc1 is listed with PKA-R1A activ = -2; MOR-DOR inv ag = 16; AddAB inh = 0.3; Arr AP2 block = -5; Ecoli viability = 0.1; PfHsp90 yeast 2 = -5; MOR-DOR ag = -3.0; phage Ecoli inh = 1.2; Tat export inh = -1; SUMO Mot1 rescue = 11; DSG3 Ab inh = 107
